# Screening data as filed in PubChem BioAssay.
# Growth percent in the NCI-60 one-dose screen (48 h, 10 µM unless noted): 100 = growth as untreated, 0 = no growth, -100 = all killed.
# SK-MEL-5 = SK-MEL-5 melanoma | AID 1794755 | 80,000 tested, 6.4% active
# UACC-257 = UACC-257 melanoma; 78,000 tested, 4.4% active; AID 1794764
# SK-MEL-2 = SK-MEL-2 melanoma. AID 1794763. 77,000 tested, 4.7% active
# LOX IMVI = LOX IMVI melanoma | 79,000 tested, 7.4% active | AID 1794757
# SK-MEL-28 = SK-MEL-28 melanoma; 81,000 tested, 4.1% active; AID 1794761
# T-47D = T-47D breast cancer. 79,000 tested, 5% active
# HS 578T = HS 578T breast cancer. 78,000 tested, 4.1% active
# MALME-3M = MALME-3M melanoma | 78,000 tested, 5.8% active
# * = called active by the depositor; · = not tested or not shown; & = joins results of further samples; [ ] = dose if it differs, or a comment. How the source made its calls: active means growth percent below 10; inactive means the rest.
SMILES,SK-MEL-5,UACC-257,SK-MEL-2,LOX IMVI,SK-MEL-28,T-47D,HS 578T,MALME-3M
Nc1nc(Nc2cccnc2)nn1Cc1ccccc1,100,110,108,96,106,99,98,102
OCc1ncccc1O,112&111,85&82,103,103&99,117&103,103&103,116&115,94&113
O=C(CC(NC(=O)OCc1ccccc1)C(=O)OCc1ccccc1)OCc1ccccc1 (stereo not given),94,94,·,101,108,100,98,·
Cc1c2ccccc2c(C)c2c1ccc1ccccc12,93,95,99,64,93,65,98,89
CCOC(=O)C1=C(N)N(c2ccccc2)C2=C(C(=O)CC(C)(C)C2)C1c1cccc(Cl)c1Cl (stereo not given),78,85,87,·,91,72,·,78
O=c1c2sc3nc4c(cc3c2nnn1-c1ccccc1Cl)C(O)CCC4 (stereo not given),94,90,94,101,104,86,114,109
COc1ccc2ccccc2c1/C=N/N1CCCCC1,98,100,102,93,97,94,98,·
C=C1C(=O)O[C@H]2[C@H]1CC/C(C=Nc1c(N)cc(C(F)(F)F)cc1Br)=C\CC[C@@]1(C)O[C@@H]21,34,34,-32*,-74*,-12*,-16*,6.6*,-8.4*
COc1ccc2c(c1)c(/C=N/Nc1ccnc3cc(Cl)ccc13)cn2C,-95*,-84*,-81*,-79*,-85*,-64*,-53*,-77*
CCCCOC(c1ccc2c(c1)OCO2)C(C)Br (stereo not given),102,94,135,85,101,101,·,99
CCCCCCCCCCCC(=O)OCC1(C)COC(c2ccccc2)=N1 (stereo not given),99,116,106,91,110,90,105,102
NC1=NC2(C(=O)c3ccccc3C2=O)n2c(nc3ccccc32)N1,110,102,103,·,109,102,138,109
CCO/C=N/NC(=O)c1ccncc1,104,·,102,99,108,106,105,106
Cc1ccc2ccccc2[n+]1C,104,·,·,91,107,100,122,92
CCCCCCCCCCCCCCNCc1ccccc1,62,99,96,53,82,73,95,93
C=C(C)Cn1c(SCC(=O)c2cccs2)nc2sc3c(c2c1=O)CCCC3,36,82,92,4.5*,55,59,65,71
FC(F)(F)c1cccc(-c2[nH]ncc2-c2nnnn2-c2ccccc2)c1,21,48,78,45,61,45,44,62
CC(COc1ccccc1Cl)OC(=O)C(C)C (stereo not given),106,78,99,105,110,80,106,102
OCC1OC(n2cnc3c(=S)nc[nH]c32)C(O)C1O (stereo not given),81&102,53&105,58&100,16&98,113,58&100,63&90,53&87
CCOC(=O)/C=C/C(=O)[C@H](CC(C)C)NC(=O)[C@H](Cc1ccccc1)NC(=O)OCc1ccccc1,98,71,100,-83*,35,8.3*,93,103
CCCCC(CC)CCC(CC(C)C)OS(=O)(=O)O (stereo not given),94,95,113,95,112,103,110,101
Clc1cccc(Nc2nc(Nc3cnc4ccccc4c3)c3[nH]cnc3n2)c1,53,82,81,77,86,54,66,116
COC(=O)[C@]12CCC(C)(C)C[C@H]1[C@H]1/C(=N/OCCc3nn[nH]n3)C[C@@H]3[C@@]4(C)CC[C@H](OC(C)=O)C(C)(C)[C@@H]4CC[C@@]3(C)[C@]1(C)CC2,-45*,16,59,20,42,26,48,40
COc1cc(-c2cc3cc(O)ccc3oc2=O)cc(OC)c1OC,94,·,93,103,·,76,82,112
O=c1c([N+](=O)[O-])cn(Cc2ccccc2)c(=O)n1Cc1ccccc1,110,114,95,92,111,·,105,·
COc1ccc(/C=C2\Oc3cc(O)ccc3C2=O)cc1OC,97,119,100,103,116,106,94,105
CC(C)(C)CC(C)(C)N(CSc1ccc(Cl)cc1)CSc1ccc(Cl)cc1,54,63,74,-35*,77,63,67,82
CSC(=Nc1ccc([N+](=O)[O-])cc1C#N)NC(=O)c1ccccc1,98,118,91,97,104,74,97,95
Cc1ccc(C2=NN(c3ccc(S(=O)(=O)NC(=O)NCc4ccccc4)cc3)C(c3ccc(N(C)C)cc3)C2)c(C)c1 (stereo not given),12,60,41,36,27,47,·,87
FC(F)(F)c1[nH]ncc1-c1nc2ccc3[nH]ncc3c2c2c1CCCC2,-74*,18,-18*,-38*,2.2*,0.0*,-3.1*,8.5*

# Look-ups from the entries so far.
# COc1cc(-c2cc3cc(O)ccc3oc2=O)cc(OC)c1OC in HS 578T = 82
# Clc1cccc(Nc2nc(Nc3cnc4ccccc4c3)c3[nH]cnc3n2)c1 in T-47D = 54

# (listing goes on)
SMILES,SK-MEL-5,UACC-257,SK-MEL-2,LOX IMVI,SK-MEL-28,T-47D,HS 578T,MALME-3M
CCN(CC)c1ccc2c(c1)Oc1nc(N)c(C#N)c(N)c1C2Sc1ccc(OC)cc1 (stereo not given),1.9*,92,-61*,-64*,29,52,20,1.4*
CC/C(=N\Nc1nc2ccccc2n1C)c1ccccn1,-51*,-0.9*,38,-15*,16,·,48,9.5*
CC(C)(C(N)=O)N1CCN(c2cccc(Cl)c2)CC1,108,111,103,94,111,96,122,115
O=C1OCCN1N1CCOC1=O,99,103,104,101,109,105,105,125
Clc1ccc(/C=C/c2ccccn2)c(Cl)c1,82,100,107,91,120,48,86,102
Cc1cccc2sc(/N=C(\N)C(Cl)(Cl)Cl)nc12,100,104,118,113,112,75,97,102
CCN(CC)CCCC(C)N(Cc1ccccc1)CC(O)c1ccc(Cl)cc1 (stereo not given),105&100,105&102,103&105,98&100,106&109,91&94,111&94,103
NCC1CC2CCC1C2 (stereo not given),104,76,61,92,·,83,·,100
C=CCC1(CC=C)C[C@H]2CO[C@H](O2)C1=O,99,100,103,94,103,93,108,92
Cc1cc(C(=O)N2Cc3ccccc3CC2C(N)=O)c(F)cc1F (stereo not given),100[50 µM],99[50 µM],104[50 µM],·,109[50 µM],97[50 µM],101[50 µM],101[50 µM]
C/C(=C1\SC(=O)NC1=O)c1ccc(N)cc1,97,90,101,101,96,·,89,118
C#CC(C)(C)OC(=O)Nc1ccccc1,107,107,115,95,157,102,130,102
C=CCOC(=O)NC(CCC(=O)OCC)C(=O)OCC (stereo not given),101,87,·,93,116,91,103,130
CCCCNC(=O)NS(=O)(=O)c1ccc(N2N=C(c3ccc(C)cc3C)CC2c2ccc(N(C)C)cc2)cc1 (stereo not given),47,66,78,52,45,70,88,101
Cn1c2ccccc2c2c3c(c4c5ccccc5[nH]c4c21)C(=O)N(N)C3=O,31,77,100,23,67,31,79,69
Cn1nc(N)c(S(=O)(=O)c2ccccc2)c1Nc1ccccc1,99,102,114,97,109,101,104,131
c1ccc2cc(C3OCC4(CCCC4)CO3)ccc2c1,105,104,117,104,108,99,114,103
N#CCc1ncc(-c2ccc(C(F)(F)F)cc2)c(NC2CCCCCC2)n1,23[100 µM],23[100 µM],-22*[100 µM],25[100 µM],66[100 µM],21[100 µM],53[100 µM],26[100 µM]
CC(C)(C(N)=O)N1CCN(c2ccc(Cl)cc2)CC1,98,90,97,93,111,85,99,·
Cn1c(=O)c2c3c(oc2c2ccccc21)C(=O)c1ccccc1C3=O,77,106,93,77,112,9.7*,93,113
O=C(NCc1ccco1)Nc1cccc2ccccc12,102,101,104,106,135,83,106,124
Cc1ccccc1OCc1cccc(Cl)c1,102,108,98,105,118,102,110,109
Nc1ccccc1-c1cc2c(c3c1[nH]c1ccccc13)-c1ccccc1C2,100,98,83,85,98,60,104,103
O=C(Nc1ccc(-c2ccc3c(c2)NC(=O)/C3=C\c2ccc[nH]2)cc1)Nc1ccc(Cl)c(C(F)(F)F)c1,49,24,34,47,48,16,39,64
COc1ccc2nc(C)c(-c3cc(-c4cc(OC)c(OC)c(OC)c4)nc(N)n3)nc2c1,107,106,105,93,104,83,106,98
CC(=O)OC(OC(C)=O)C1CCCO1 (stereo not given),104,98,·,90,97,101,105,112
CC(C)(C)OC(=O)NCc1ccc(CNc2c([N+](=O)[O-])cnc3ccccc23)cc1,2.9*,49,30,35,89,28,77,86
CCCc1cc(=O)oc2c3c(c4c(c12)OC(C)(C)C=C4)O[C@@H](C)[C@H](C)C3=O,32,55,97,81,·,41,·,90
CCOC(=O)c1nnn(-c2no[n+]([O-])c2-c2ccccc2)c1COc1ccc(Br)c2cccnc12,87,103,83,100,107,88,96,97
O=C1CCC(C(=O)NNc2ccccc2)N1 (stereo not given),81,89,88,33,96,77,92,98
CC1(CCc2ccccc2)NC(=O)NC1=O (stereo not given),105&110,110&91,101&102,109&99,115&102,105&105,117,95&120
O=C1NN(C(=O)c2ccc(O)cc2)C(c2ccccc2)=N/C1=C/c1ccoc1,97,87,84,105,95,85,74,118
CCN(CC)CCCC(C#N)c1ccccc1 (stereo not given),94,88,113,98,109,95,114,97
O=C(CSc1nc2c(n1Nc1ccccc1)-c1ccccc1SC2)Nc1nc(-c2ccc(Cl)cc2)cs1,88,89,111,30,72,67,23,64
CCCCCc1nc(N)nc(-c2nc(N)nc(CCCCC)c2C)c1C,99,92,117,98,110,·,90,97
COc1ccc(C2CC(c3ccc(N4CCOCC4)cc3)=NN2c2nc(-c3ccc(Cl)cc3)c(C#N)c(N3CCOCC3)n2)cc1OC (stereo not given),97,97,104,60,91,100,75,81
CCOC(=O)c1c(N)sc2c1CCCC2,95&109,98&126,99&123,75&112,94&121,47&104,40&113,95&152
O=C(Nc1ccc(N2CCOCC2)cc1)c1cncnc1Nc1ccc(OCc2ccccn2)c(Cl)c1,85,94,93,94,87,59,84,86
COc1ccc(-c2c(C#N)c(-c3ccccc3)nc3c2c(-c2ccccc2)nn3-c2ccccc2)cc1OC,84,95,102,95,102,77,82,96
O=[N+]([O-])c1cc2cccnc2c2ncccc12,77,101,99,89,118,78,107,192
Cn1cc(C(=O)c2nc(-c3c[nH]c4ccc(Br)cc34)no2)c2cc(F)ccc21,84,100,97,95,105,90,85,96
O=C(O)C(Br)C(Br)c1cccc(Cl)c1 (stereo not given),112,79,107,107,111,105,·,103
C[n+]1ccccc1/C=N/O,102&109&106,103&100&99,96&110&102,95&96&99,101&104&112,92&87&103,108&101,103&111&108
Cn1c(=O)c2[nH]c(C3CC4CCC3C4)nc2n(C)c1=O (stereo not given),111,108,116,105,110,·,107,149
C/C(=N\Nc1c2ccccc2nc2ccccc12)c1ccc(O)cc1,88,98,80,84,95,46,83,100

# Quoted from the listing (13 entries):
SMILES,SK-MEL-5,UACC-257,SK-MEL-2,LOX IMVI,SK-MEL-28,T-47D,HS 578T,MALME-3M
CC1(CCc2ccccc2)NC(=O)NC1=O (stereo not given),105&110,110&91,101&102,109&99,115&102,105&105,117,95&120
O=C1NN(C(=O)c2ccc(O)cc2)C(c2ccccc2)=N/C1=C/c1ccoc1,97,87,84,105,95,85,74,118
CCN(CC)CCCC(C#N)c1ccccc1 (stereo not given),94,88,113,98,109,95,114,97
O=C(CSc1nc2c(n1Nc1ccccc1)-c1ccccc1SC2)Nc1nc(-c2ccc(Cl)cc2)cs1,88,89,111,30,72,67,23,64
CCCCCc1nc(N)nc(-c2nc(N)nc(CCCCC)c2C)c1C,99,92,117,98,110,·,90,97
COc1ccc(C2CC(c3ccc(N4CCOCC4)cc3)=NN2c2nc(-c3ccc(Cl)cc3)c(C#N)c(N3CCOCC3)n2)cc1OC (stereo not given),97,97,104,60,91,100,75,81
CCOC(=O)c1c(N)sc2c1CCCC2,95&109,98&126,99&123,75&112,94&121,47&104,40&113,95&152
O=C(Nc1ccc(N2CCOCC2)cc1)c1cncnc1Nc1ccc(OCc2ccccn2)c(Cl)c1,85,94,93,94,87,59,84,86
COc1ccc(-c2c(C#N)c(-c3ccccc3)nc3c2c(-c2ccccc2)nn3-c2ccccc2)cc1OC,84,95,102,95,102,77,82,96
O=[N+]([O-])c1cc2cccnc2c2ncccc12,77,101,99,89,118,78,107,192
Cn1cc(C(=O)c2nc(-c3c[nH]c4ccc(Br)cc34)no2)c2cc(F)ccc21,84,100,97,95,105,90,85,96
O=C(O)C(Br)C(Br)c1cccc(Cl)c1 (stereo not given),112,79,107,107,111,105,·,103
C[n+]1ccccc1/C=N/O,102&109&106,103&100&99,96&110&102,95&96&99,101&104&112,92&87&103,108&101,103&111&108

# (more compounds)
SMILES,SK-MEL-5,UACC-257,SK-MEL-2,LOX IMVI,SK-MEL-28,T-47D,HS 578T,MALME-3M
COc1cccc(OC)c1C(=O)Nc1cccc(-c2cc3ccccc3oc2=O)c1,100,·,137,99,110,87,103,95
COc1cc(/C=C/C(=O)c2cc(C(=O)c3ccc(Br)cc3)n3ccc(C)cc23)cc(OC)c1OC,87,85,87,·,93,73,21,83
CCN(CC)C(=O)CCCCCn1c2ccccc2c2c3c(c4c5ccccc5[nH]c4c21)C(=O)N(O)C3=O,26,·,61,-59*,·,28,71,102
Cc1nn(-c2ccccc2)c2c1C(c1cc3ccc(Cl)cc3[nH]c1=O)C1=C(CC(C)(C)CC1=O)N2 (stereo not given),93,97,78,84,105,59,80,87
COc1cc(NC(=O)c2cccc(-n3cc(-c4ccc(NC(C)=O)nc4)nn3)c2)cc(OC)c1OC,89,91,38,·,103,98,·,79
COc1ccc2c(c1)N(CCO)C1=C(C(=O)CC(C)(C)C1)C2c1ccccc1 (stereo not given),95,105,86,103,95,73,100,106
Fc1ccc(Nc2ncnc3ccc(-c4cn[nH]c4)cc23)cc1Cl,40,90,45,49,69,-20*,31,55
c1ccc(Cn2cc3c(c2)-c2oncc2CC3)cc1,39,83,54,46,54,42,1.9*,86
COc1cc(-c2csc(NC(=O)Nc3cc(C(F)(F)F)cc(C(F)(F)F)c3)n2)cc(OC)c1OC,-4.5*,·,7.2*,6.6*,18,-8.3*,31,6.6*
Cc1ccccc1Oc1ccccc1C(=O)O,99,99,100,100,110,99,109,110
CC1(C)N=C(N)N=C(N)N1c1ccc(C(=O)O)cc1,103,111,99,88,109,118,95,90
COc1ccc(C(=O)c2ccc(OC)c(OC)c2)cc1OC,102,107,103,100,100,91,77,110
O=c1ccc(=O)n(-c2nc(-c3ccc([N+](=O)[O-])cc3)cs2)[nH]1,96,102,108,98,105,98,99,114
Cc1[nH]nc2c1C(c1cc(=O)oc3c1ccc1ccccc13)C(C#N)=C(N)O2 (stereo not given),85,91,100,81,106,83,88,90
C=C(C)[C@@H]1CC[C@]2(C(=O)NC3CCCCC3)CC[C@]3(C)[C@H](CC[C@@H]4[C@@](C)(CCC#N)[C@H](C(=C)C)CC[C@]43C)[C@@H]12,92,91,100,99,88,82,80,93
